Bioassay records (PubChem)
CXCR6 inh: CXCR6 receptor inhibitors, primary screen, cell-based, beta-arrestin, luminescence, CHO-K1 PathHunter, 1536-well. inhibition, % at 20 µM. 0.36% of 360,000 active; in the data active = inhibition above about 34%, passing the limit was not always enough;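 note: antagonist mode with CXCL16 agonist at 10 nM final; 0% = 10 nM CXCL16 with DMSO and 100% = unstimulated wells without agonist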
EBI2 block: EBI2 receptor antagonists, beta-arrestin recruitment, primary screen, cell-based, luminescence, 7a,25-OHC stimulation, uHTS; G-protein coupled receptor 183 (Homo sapiens), P32249; 7a,25-OHC stimulated; inhibition, % at 5 µM; 0.81% of 360,000 active; AID 651636, 2012; in the data active = inhibition above about 38%;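 note: enzyme fragment complementation signal reports receptor beta-arrestin coupling in cells; 0% = agonist plus DMSO wells and 100% = wells without agonist; some results beyond the cut were filed as inactive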
Target sequence (P32249 whole entry, looked up, the tested form may be a part): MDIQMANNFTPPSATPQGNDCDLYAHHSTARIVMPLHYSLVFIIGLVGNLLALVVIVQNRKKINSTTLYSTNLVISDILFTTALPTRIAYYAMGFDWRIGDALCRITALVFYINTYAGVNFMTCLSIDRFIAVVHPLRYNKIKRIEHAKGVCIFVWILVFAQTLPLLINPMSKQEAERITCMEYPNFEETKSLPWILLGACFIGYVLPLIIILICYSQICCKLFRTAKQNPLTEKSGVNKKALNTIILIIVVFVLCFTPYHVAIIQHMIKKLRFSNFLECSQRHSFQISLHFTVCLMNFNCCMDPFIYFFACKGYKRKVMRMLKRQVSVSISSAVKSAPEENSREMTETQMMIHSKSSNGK
NR3A LBD binder: binders of NR3A ligand-binding domain, primary screen, biophysical, differential scanning fluorimetry, uHTS; Glutamate receptor ionotropic, NMDA 3A (GRIN3A) ligand-binding domain; NR3A LBD differential scanning fluorimetry, Tm shift; 0% = protein alone, 100% = glycine-bound protein; Tm shift relative to glycine control, % at 25 µM; 2.5% of 340,000 active; AID 1259313, 2017;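 active = melting temperature shift of at least 10% of the positive control shift, at one fixed dose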
Gli-Sufu antag: Gli-Sufu pathway antagonists, primary screen, luciferase luminescence, Sufu-KO-LIGHT cells, uHTS; inhibition, % at 5 µM; Sufu-KO-LIGHT fibroblasts, Gli luciferase reporter luminescence; 0.74% of 340,000 active;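 active = inhibition above about 55%, limit read from the data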;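 note: 0% = DMSO-treated cells and 100% = wells with medium but no cells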
APOBEC3A inh: APOBEC3A ssDNA deaminase inhibitors, primary screen, selectivity assay for APOBEC3G inhibitor project, biochemical, FAM/TAMRA oligo cleavage fluorescence | recombinant A3A, FAM/TAMRA ssDNA deamination fluorescence | inhibition, % at 20 µM | 0.41% of 330,000 active | AID 493011, 2011 | DNA dC->dU-editing enzyme APOBEC-3A (Homo sapiens), P31941;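 active = at least 40% inhibition at 20 µM here, with at most 30% in a related deaminase screen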;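 note: plate controls were A3A with DMSO for no effect and wells lacking A3A enzyme for full effect; some results filed as inactive read as strong as hits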
MPTP block: mitochondrial permeability transition pore inhibitors, primary screen, biochemical, isolated mouse mitochondria, absorbance; Ca2+ swelling absorbance, 30 min; inhibition, % at 10 µM; 1.4% of 360,000 active; AID 602449, 2012;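 active = inhibition of 50% or more, scaled per plate between neutral and stimulator controls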;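 note: 0% = DMSO wells given calcium and 100% = 1 mM EGTA wells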
CCR6 antagonist: CCR6 receptor antagonists, primary screen, cell-based, CHO-K1, luminescence, beta-arrestin, uHTS. inhibition, % at 20 µM. CHO-K1 CCR6 PathHunter beta-arrestin, CCL20-stimulated. 0.49% of 340,000 active. C-C chemokine receptor type 6 (Homo sapiens), P51684;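 active = compounds whose inhibition of the agonist-driven luminescence signal at 20 µM reaches about 50%, limit read from the data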;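 note: cells stimulated with CCL20 at 14 nM final; plate controls were DMSO with CCL20 for no effect and DMSO without agonist for full effect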
A3G deaminase: APOBEC3G DNA deaminase inhibitors, primary screen, biochemical, fluorescence, single-stranded DNA substrate, uHTS | DNA dC->dU-editing enzyme APOBEC-3G (Homo sapiens), Q9HC16 | recombinant A3G, ssDNA deamination FAM/TAMRA fluorescence | inhibition, % at 20 µM | 0.28% of 330,000 active;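 active = inhibition of at least 40% at 20 µM, with no more than 30% in the related APOBEC3A deaminase screen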;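 note: plate controls were DMSO wells with A3G for no effect and wells lacking A3G enzyme for full effect; some compounds called inactive have numbers as strong as hits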
Target sequence (Q9HC16 whole entry, looked up): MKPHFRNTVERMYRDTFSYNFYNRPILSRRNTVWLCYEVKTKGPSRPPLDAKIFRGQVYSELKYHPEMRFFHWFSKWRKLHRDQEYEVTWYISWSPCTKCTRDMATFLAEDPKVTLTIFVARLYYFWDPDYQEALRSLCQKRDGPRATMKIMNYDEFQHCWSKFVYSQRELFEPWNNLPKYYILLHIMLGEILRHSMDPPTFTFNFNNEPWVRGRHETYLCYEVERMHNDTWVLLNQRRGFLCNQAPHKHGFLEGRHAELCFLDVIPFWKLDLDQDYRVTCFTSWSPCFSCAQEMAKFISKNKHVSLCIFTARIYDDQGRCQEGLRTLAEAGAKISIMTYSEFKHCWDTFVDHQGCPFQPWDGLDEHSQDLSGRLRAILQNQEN
* hit, by the source's call. This is a random part of the collection; any-hit rate near 5.8%.

Results follow in this order: MPTP block, APOBEC3A inh, Gli-Sufu antag, A3G deaminase, CXCR6 inh, CCR6 antagonist, NR3A LBD binder, EBI2 block
CC(C)C(NS(=O)(=O)c1cccc2nsnc12)C(=O)NCCC1=CCCCC1 (centres undefined)
→ -1.9, 2, -2, -5, 10, 14, -1, 4
Fc1ccc2c(c1)C(c1ccncc1)=NNC(c1ccc(Cl)cc1)=N2
→ 4.0, -1, 7, 2, 11, 4, -2, -2
Cc1ccccc1NS(=O)(=O)c1ccc(C(=O)N2CCCC(C(F)(F)F)C2)cc1 (centres undefined)
→ -0.5, -3, 1, -6, -6, 9, 0, 8
CC1(C)CC[C@]2(C(=O)O[C@@H]3O[C@H](CO)[C@@H](O)[C@H](O)[C@H]3O)CC[C@]3(C)C(=CCC4[C@@]5(C)CC[C@H](O[C@@H]6O[C@H](C(=O)O)[C@@H](O[C@H]7OC[C@@H](O)[C@@H](O)[C@@H]7O)[C@H](O)[C@H]6O)C(C)(C)C5CC[C@]43C)[C@@H]2C1 (some centres undefined)
→ -1.6, -6, 5, -7, -4, -3, -1, -16
CCN(C1CCS(=O)(=O)C1)S(=O)(=O)c1ccc(Cl)s1 (centres undefined)
→ -2.0, -3, -4, -6, -6, -7, 2, 3
O=C(CN1CCN(C(=S)NC2CCCC2)CC1)Nc1ccc(Oc2ccccc2)cc1
→ 5.8, 2, 30, -4, -5, 11, -3, -1
CC12CCC(=O)N1C(C(=O)Nc1ccc(S(=O)(=O)N3CCCCC3)cc1)CS2 (centres undefined)
→ -2.8, 0, -6, -8, 0, 1, 3, -4
CCOc1ccc(N(CC(=O)Nc2ccc(C)c(C)c2)S(=O)(=O)c2c(C)[nH]c(=O)[nH]c2=O)cc1
→ 0.6, 1, 0, -3, 0, 7, -1, -1
Clc1ccc(SCCCCN2CCOCC2)cc1
→ 6.6, 0, 3, -5, 1, -6, -5, -5
CN1CCN(C(=O)C2CCC(CNS(=O)(=O)c3cccc4cccnc34)CC2)CC1 (centres undefined)
→ -0.8, -2, 4, -2, 4, -13, -2, -10
COc1ccc(NC(=O)NNC(=O)c2cc(C3CC3)nc3ccccc23)c(OC)c1
→ -0.9, -4, -3, -6, -4, 6, 2, -15
O=S(=O)(NCC1CCCO1)c1ccc(Cl)cc1 (centres undefined)
→ -0.1, -5, 2, -6, -8, 1, -2, -5
Cc1sc(N/N=C/c2cccs2)nc1-c1ccccc1
→ 3.1, -4, -27, -6, -4, -18, -7, 11
Cc1onc(-c2ccccc2)c1C(=O)OCC(=O)Nc1ccc2c(c1)OCO2
→ 3.3, -1, 2, -3, -1, 6, -2, 4
COc1ccc(-c2oc(=O)c3cc(OC)c(OC)cc3c2C#C[C@]2(O)CC[C@H]3[C@@H]4CCc5cc(OC)ccc5[C@H]4CC[C@@]32C)cc1
→ -1.1, -3, -14, -9, -19, -3, -11, -2
Cc1ccc(C(=O)N/C(=C\c2ccc(F)cc2)C(=O)NCCCn2ccnc2)cc1
→ 0.8, -2, -4, -6, 0, 12, 0, -10
CCC(C)(C)n1nnnc1C(c1ccc2ncccc2c1)N1CCN2CCCC2C1 (centres undefined)
→ -2.0, -2, 4, -3, -2, 10, -1, -5
Cc1ccc(C)c(N2CCN(C(=O)CCC(=O)Nc3nnc(CC(C)C)s3)CC2)c1
→ -1.8, -7, 4, -4, 4, 5, -1, 3
COc1ccc2ccccc2c1/C=N/O
→ -0.6, 0, -2, 1, 0, 4, 1, -3
O=S(=O)(NCc1ccc(Cl)cc1)c1ccc(Cl)nc1
→ -3.1, -1, 1, -1, 1, 15, 1, -4

Already shown: entries from further up.
Results follow in this order: MPTP block, APOBEC3A inh, Gli-Sufu antag, A3G deaminase, CXCR6 inh, CCR6 antagonist, NR3A LBD binder, EBI2 block
COc1ccc2ccccc2c1/C=N/O
→ -0.6, 0, -2, 1, 0, 4, 1, -3
O=S(=O)(NCc1ccc(Cl)cc1)c1ccc(Cl)nc1
→ -3.1, -1, 1, -1, 1, 15, 1, -4

12 neighbouring compounds already listed:
Results follow in this order: MPTP block, APOBEC3A inh, Gli-Sufu antag, A3G deaminase, CXCR6 inh, CCR6 antagonist, NR3A LBD binder, EBI2 block
CC(C)C(NS(=O)(=O)c1cccc2nsnc12)C(=O)NCCC1=CCCCC1 (centres undefined)
→ -1.9, 2, -2, -5, 10, 14, -1, 4
Fc1ccc2c(c1)C(c1ccncc1)=NNC(c1ccc(Cl)cc1)=N2
→ 4.0, -1, 7, 2, 11, 4, -2, -2
Cc1ccccc1NS(=O)(=O)c1ccc(C(=O)N2CCCC(C(F)(F)F)C2)cc1 (centres undefined)
→ -0.5, -3, 1, -6, -6, 9, 0, 8
CC1(C)CC[C@]2(C(=O)O[C@@H]3O[C@H](CO)[C@@H](O)[C@H](O)[C@H]3O)CC[C@]3(C)C(=CCC4[C@@]5(C)CC[C@H](O[C@@H]6O[C@H](C(=O)O)[C@@H](O[C@H]7OC[C@@H](O)[C@@H](O)[C@@H]7O)[C@H](O)[C@H]6O)C(C)(C)C5CC[C@]43C)[C@@H]2C1 (some centres undefined)
→ -1.6, -6, 5, -7, -4, -3, -1, -16
CCN(C1CCS(=O)(=O)C1)S(=O)(=O)c1ccc(Cl)s1 (centres undefined)
→ -2.0, -3, -4, -6, -6, -7, 2, 3
O=C(CN1CCN(C(=S)NC2CCCC2)CC1)Nc1ccc(Oc2ccccc2)cc1
→ 5.8, 2, 30, -4, -5, 11, -3, -1
CC12CCC(=O)N1C(C(=O)Nc1ccc(S(=O)(=O)N3CCCCC3)cc1)CS2 (centres undefined)
→ -2.8, 0, -6, -8, 0, 1, 3, -4
CCOc1ccc(N(CC(=O)Nc2ccc(C)c(C)c2)S(=O)(=O)c2c(C)[nH]c(=O)[nH]c2=O)cc1
→ 0.6, 1, 0, -3, 0, 7, -1, -1
Clc1ccc(SCCCCN2CCOCC2)cc1
→ 6.6, 0, 3, -5, 1, -6, -5, -5
CN1CCN(C(=O)C2CCC(CNS(=O)(=O)c3cccc4cccnc34)CC2)CC1 (centres undefined)
→ -0.8, -2, 4, -2, 4, -13, -2, -10
COc1ccc(NC(=O)NNC(=O)c2cc(C3CC3)nc3ccccc23)c(OC)c1
→ -0.9, -4, -3, -6, -4, 6, 2, -15
O=S(=O)(NCC1CCCO1)c1ccc(Cl)cc1 (centres undefined)
→ -0.1, -5, 2, -6, -8, 1, -2, -5

(more compounds)
Results follow in this order: MPTP block, APOBEC3A inh, Gli-Sufu antag, A3G deaminase, CXCR6 inh, CCR6 antagonist, NR3A LBD binder, EBI2 block
COCCNc1nc2nonc2nc1N1CCCC1c1nccs1 (centres undefined)
→ -1.3, -5, 1, -9, 4, 7, 1, -7
Cc1ccc(NC(=O)NC2CC(=O)N(c3ccc4c(c3)OCCO4)C2)c(C)c1 (centres undefined)
→ -1.8, -1, 2, -7, -6, 1, 5, -13
CCOC(=O)c1ccc2c(c1)nc(SCC(=O)c1ccco1)n2CC
→ -0.4, 2, 6, -8, -7, -4, 6, 1
O=c1c(O)c(-c2ccc3c(c2)OCO3)oc2ccccc12
→ 0.1, -4, -1, -5, 12, -2, 0, -5
O=[N+]([O-])c1cc(-c2nc3nc4ccccc4nc3n2CCc2ccccc2)cc([N+](=O)[O-])c1
→ -13, -1, 2, -1, -6, 13, 1, -6
Cc1ccnc(Nc2nc(-c3ccc(O)cc3O)cs2)c1
→ 2.9, -9, -34, -12, 1, -10, 40*, -8
COc1cccc(CC(=O)Nc2ccc3c(c2)CCC3)c1
→ 1.0, 0, 21, -10, 2, 15, 6, 5
Cc1cc(Nc2cccc(F)c2)n2nc(C)nc2n1
→ -2.1, -1, 4, -9, -1, 1, -1, -4
COc1cc(NC(=O)Cc2ccc(S(=O)(=O)N3CCOCC3)s2)c(OC)cc1Cl
→ 1.3, -1, 2, -9, -2, 0, -2, 1
